# Mdm2-MdmX inh – human Mdm2/MdmX binding inhibition; 330,000 tested, 3% active; inhibition, % at 8 µM; O15151+Q00987; SaOS-2 split-luciferase Mdm2/MdmX complementation, luminescence; AID 485346;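 active = inhibition of at least 50% at 8 µM in the primary screen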
# TIM10 inh – TIM10 yeast growth inhibition. S. cerevisiae TIM10 strain growth, BacTiter-Glo luminescence, 24 h. inhibition, % at 10 µM. 330,000 tested, 1.4% active. AID 463195;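 active = inhibition of 40% or more at the single tested concentration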;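 note: wild-type TIM10 isogenic control strain grown at permissive 25 °C; 0% = DMSO yeast wells and 100% = minimal medium wells without yeast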
# NLRP3 yeast inh – NALP3 inhibition in yeast. Yeast reconstituted NLRP3/ASC/caspase-1, beta-gal luminescence, 24 h. inhibition, % at 10 µM. 330,000 tested, 0.39% active. AID 2825;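 active = inhibition of 50% or more; inactive = inhibition below 50%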;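 note: plate controls were induced DMSO wells for no effect and uninduced yeast grown without galactose for full effect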
# CHOP UPR activ – apoptotic UPR (CHOP) activation | CHO-CHOP luciferase reporter, luminescence; percent of tunicamycin response over DMSO baseline | activation, % at 10 µM | 330,000 tested, 0.34% active | AID 449763;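 active = at 10 µM dose, activation of 40% or more, normalized to positive control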;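 note: 100% = tunicamycin at 10 µg/mL and 0% = DMSO alone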
#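 measured by = luciferase luminescence | assay system = CHO-CHOP cells, stable luciferase reporter of PERK-eIF2a-CHOP signalling | amount = 500 reporter cells seeded per well | timing = 6 h compound exposure at 37 °C after overnight seeding | controls = positive tunicamycin 10 µg/mL, negative DMSO alone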
# APJ agonist – agonists of human APJ apelin receptor | P35414 | CHO-K1 APJ PathHunter beta-arrestin, luminescence; 0% DMSO wells, 100% apelin | activation, % at 20 µM | 330,000 tested, 0.11% active;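 active = activation more than six SD over the plate average, tested at 20 µM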;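 note: 0% = DMSO alone and 100% = apelin-13 at 10 nM; some results filed as inactive read as strong as hits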
# Target sequence (P35414 whole entry, looked up): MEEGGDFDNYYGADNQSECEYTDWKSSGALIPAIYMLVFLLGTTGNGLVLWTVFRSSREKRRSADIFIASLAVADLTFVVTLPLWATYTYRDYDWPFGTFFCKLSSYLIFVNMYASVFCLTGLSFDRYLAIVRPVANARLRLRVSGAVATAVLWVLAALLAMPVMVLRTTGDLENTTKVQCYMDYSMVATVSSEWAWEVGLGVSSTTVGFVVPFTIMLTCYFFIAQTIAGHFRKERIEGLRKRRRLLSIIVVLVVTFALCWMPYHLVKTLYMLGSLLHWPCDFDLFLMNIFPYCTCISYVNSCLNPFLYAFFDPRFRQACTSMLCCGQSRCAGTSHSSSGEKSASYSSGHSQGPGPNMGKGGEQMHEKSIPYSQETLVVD
#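 Incubation: overnight seeding, 90 min compound at 25 °C, 1 h detection; test system: PathHunter CHO-K1 APJ (AGTRL-1) beta-arrestin reporter cells; amount: 1000 cells/well; doses: one dose, 20 µM compound, 1% DMSO; measured by: beta-gal luminescence; measure: agonist-driven arrestin binding to APJ; benchmarks: negative DMSO alone, positive Apelin-13 at 10 nM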
# tim23-1 inh – inhibits growth of tim23-1 mutant yeast; inhibition, % at 20 µM; AID 463212; 330,000 tested, 1.3% active; S. cerevisiae tim23-1 growth, BacTiter-Glo luminescence, 24 h;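 active = growth inhibition of the mutant yeast at or above 50%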;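 note: temperature-sensitive mutant grown at 25 °C; plate controls were DMSO-treated mutant yeast for no effect and medium wells lacking yeast for full effect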
# tim10-1 inh – growth inhibitors of tim10-1 mutant yeast; inhibition, % at 20 µM; 330,000 tested, 2.2% active; S. cerevisiae tim10-1 ts strain growth, BacTiter-Glo, 24 h;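 active = inhibition of at least 40%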;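 note: mutant grown at 25 °C; 0% = DMSO wells with yeast and 100% = wells holding no yeast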
# GRIN3A LBD mod – modulates the human NR3A ligand-binding domain. 340,000 tested, 2.5% active. AID 1259313. Tm shift relative to glycine control, % at 25 µM. NR3A LBD differential scanning fluorimetry, Tm shift; 0% = protein alone, 100% = glycine-bound protein;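 active = melting temperature shift of at least 10% of the positive control shift, at one fixed dose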
# XBP1 UPR activ – activators of adaptive arm of unfolded protein response (XBP1) | CHO-XBP1 luciferase reporter, IRE1-XBP1 UPR activation, luminescence; percent of tunicamycin response, DMSO as zero | activation, % at 20 µM | 330,000 tested, 0.33% active;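 active = versus positive control, 20 µM dose yields 30% or more activation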;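 note: 100% = tunicamycin at 10 µg/mL and 0% = DMSO only wells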
#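 Signal: luciferase luminescence; Assay system: CHO-XBP1 luciferase reporter cells; Amount: one thousand reporter cells per well; Dosing: 20 µM single concentration, DMSO 1%; Benchmarks: high control tunicamycin 10 µg/mL final, low control DMSO vehicle only; Schedule: 6 h compound exposure at 37 °C, 5% CO2; Evaluation: percent activation relative to tunicamycin reference.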
# * = called active by the depositor. Not a hit list; about 8.2% have a hit in one of these screens.
# Each structure is followed by: Mdm2-MdmX inh	TIM10 inh	NLRP3 yeast inh	CHOP UPR activ	APJ agonist	tim23-1 inh	tim10-1 inh	GRIN3A LBD mod	XBP1 UPR activ
COc1ccc(C2=NO[C@@H]3[C@@H]4C[C@@H]([C@H]5C(=O)N(c6ccc7c(c6)OCO7)C(=O)[C@@H]45)[C@H]23)cc1OC
    19.0	7.4	2.0	-2.0	-1.2	7.0	13.5	-2.8	-0.3
CCCCOc1ccc(/C=C(\C(=O)O)c2ccc(S(=O)(=O)N3CCCC3)s2)cc1
    -7.7	9.6	8.8	1.0	-1.7	16.8	23.8	1.6	1.9
CCC1CCCCN1C(=O)N[C@@H](Cc1ccccc1)C(=O)O (stereo not given in full)
    -10.5	0.0	18.8	0.4	-1.4	21.8	16.0	0.1	1.4
O=C(O)c1ccc(OS(=O)(=O)c2ccc(Cl)s2)c(Cl)c1
    7.4	11.8	16.8	-0.1	-6.0	10.8	13.8	0.2	-0.9
CC1CN(C(=S)SCC(=O)c2ccccc2)CC(C)O1 (stereo not given)
    -3.9	2.7	10.6	1.9	-1.3	6.4	-10.1	-3.9	0.9
COCCn1c(C)cc(C(=O)COC(=O)c2ccc(N3CCCC3=O)cc2)c1C
    9.1	22.4	-6.4	0.2	-0.1	19.1	25.4	0.3	-2.4
O=C(Nc1cccc(NC(=O)c2cccs2)c1)c1ccc2c(c1)OCO2
    10.6	6.8	0.9	0.9	-1.5	-3.3	-34.1	6.6	-0.1
O=C(Nc1ccccc1Cl)N1CCN(C/C=C/c2ccccc2)CC1
    14.8	9.7	32.9	-2.9	-3.7	23.2	9.3	-5.1	-0.8
Cn1c(=O)c2c(nc(CN3CCN(Cc4ccccc4)CC3)n2Cc2cccc(Cl)c2)n(C)c1=O
    29.9	9.4	27.5	-1.1	-8.5	17.2	17.6	5.2	-1.5
Cn1c(CNC(=O)c2ccco2)nnc1SCC(=O)Nc1cccc(F)c1
    1.6	-25.6	-2.9	1.5	-2.2	4.5	8.9	0.9	-1.2
S=c1[nH]nc(Cc2cccs2)n1-c1ccccc1
    -15.3	4.4	25.9	0.0	9.0	13.6	-13.5	-2.2	-0.8
CCOC(=O)c1c(C)n(C)c2ccc(OC)c(NC(=O)CN3CCN(C(=O)c4ccco4)CC3)c12
    12.4	-0.4	8.2	0.0	-0.8	17.7	8.9	-1.5	0.9
CN(CCc1ccccn1)C(=O)CCC1CCCN(C(=O)c2ccccn2)C1 (stereo not given)
    1.5	-5.5	1.2	-1.0	-1.1	2.8	-2.7	-1.5	0.9
O=C(COC(=O)/C=C/c1ccccc1)NNC(=O)c1ccc([N+](=O)[O-])cc1
    11.3	3.3	10.2	-0.1	2.8	-9.0	3.5	-1.9	-0.1
O=C(OCCCN=C1NS(=O)(=O)c2ccccc21)c1ccccc1
    -10.8	1.0	-30.0	1.3	2.8	-10.9	-9.8	0.2	-3.3
COc1ccc2c(OC)cc(=O)n(C)c2c1
    26.2	-5.4	-13.0	-1.0	-1.3	-21.4	-26.2	-6.7	3.3
COc1ccc(-c2cc3cccc(OC)c3oc2=O)cc1
    -83.3	7.7	34.5	-0.5	0.6	27.9	24.9	-1.1	-6.2
CC1(C)CC(=O)C(N=Nc2cc(S(=O)(=O)N3CCOCC3)ccc2Cl)=C(O)C1
    -7.7	10.8	13.4	-1.7	-2.9	16.5	8.9	-0.1	1.0
Cc1cccc(NC(=O)c2nc[nH]c2C(=O)N[C@@H](C)C(=O)OC(C)(C)C)c1
    -4.4	7.9	35.4	1.5	1.2	41.0	29.3	-13.8	-5.4
COc1ccc(CNc2ncnc3c2[nH]c2ccccc23)cc1
    15.3	15.9	2.1	6.5	9.9	-17.6	-3.1	-7.1	-4.0
CCN(CCN1CCCC1)C(=O)C1CCC(=O)N(CCCN2CCOCC2)C1 (stereo not given)
    7.6	8.4	14.4	1.0	-4.2	1.5	-6.7	2.2	-1.2
O=C1OC(CCl)CN1Cc1c(Cl)cccc1Cl (stereo not given)
    32.7	18.9	-7.3	-0.9	-6.5	11.2	12.1	2.4	-0.9
CNC(=S)N1N=C(c2ccccc2)CC1c1ccc(OC)c(OC)c1 (stereo not given)
    7.5	10.1	6.2	5.7	-2.0	9.9	7.1	-3.0	-1.3
CCn1cc([N+](=O)[O-])c(C(=O)Nc2ccn(Cc3ccccc3F)n2)n1
    -33.2	12.9	11.2	0.1	-6.1	13.6	16.4	4.4	-2.1
O=C(NCCOc1ccc(F)cc1)C1CCC(=O)N(CCCN2CCOCC2)C1 (stereo not given)
    -19.1	-1.2	7.1	-0.8	-3.8	2.2	18.0	1.7	-3.7
COc1cc(S(=O)(=O)NCc2ccncc2)ccc1Br
    21.4	-1.5	10.4	3.5	13.8	2.6	-15.1	0.7	-3.2
O=C(CSc1nnc(-c2cccnc2)s1)Nc1ccc(C(=O)O)cc1
    -4.6	-5.9	3.9	-2.2	0.0	-2.4	14.7	-0.5	-5.2
CCC(=O)n1nc(-c2cccnc2)nc1NCc1ccc(F)cc1
    -28.6	1.3	4.7	-1.8	0.4	13.2	23.7	-2.4	-2.1
O=C(NC1CCCCC1)c1ccc(-c2ccc(Cl)cc2)o1
    -141.4	30.4	34.5	2.3	2.3	45.4	46.1*	-8.4	4.4
Cc1ccc(Cl)cc1N1CCN(C(=O)C2CCC(=O)N(C3CCCCCC3)C2)CC1 (stereo not given)
    36.1	10.9	14.8	8.4	8.3	32.0	36.1	-4.6	-2.8

# Each structure is followed by: Mdm2-MdmX inh	TIM10 inh	NLRP3 yeast inh	CHOP UPR activ	APJ agonist	tim23-1 inh	tim10-1 inh	GRIN3A LBD mod	XBP1 UPR activ
COc1ccccc1NC(=O)c1ccc(NC(=O)CSc2ncn[nH]2)cc1
    30.3	2.6	11.7	2.1	-2.1	1.8	6.1	0.5	-1.6
CN(C)/C=N/c1cc(=O)[nH]c(=O)n1C
    -5.0	5.7	-12.5	3.6	-1.8	-0.4	0.1	-0.9	-1.4
COc1ccc(Cl)cc1NC(=O)COC(=O)c1cc(NS(=O)(=O)c2cccs2)ccc1O
    17.0	7.7	4.4	-0.3	-4.2	5.7	1.2	25.3*	-0.3
COC(=O)c1cccnc1-n1c(=O)c2cccnc2n(Cc2ccc([N+](=O)[O-])cc2)c1=O
    -3.2	17.0	22.5	1.2	-3.8	16.6	6.0	0.4	0.2
Cc1c(CCC(=O)N[C@@H](CCCNC(N)=O)C(=O)O)c(=O)oc2cc3oc4c(c3cc12)CCCC4
    -7.3	-8.9	13.8	-5.6	-3.6	10.7	1.9	-0.2	-7.1
O=[N+]([O-])c1ccc(N/N=C/c2cccnc2)cc1
    -41.6	41.8*	-13.6	4.6	0.0	15.2	-53.9	11.9*	-1.2
Oc1cc2ccccc2cc1-c1n[nH]c(=S)o1
    6.1	8.6	-0.1	0.9	6.3	10.7	15.1	-1.9	4.3
Cc1ccc2cc(CN(CC3CCCO3)S(=O)(=O)c3c(C)ccc4nsnc34)c(=O)[nH]c2c1 (stereo not given)
    18.7	28.0	0.5	-1.7	-5.0	20.7	31.8	1.2	3.5
Cc1ccc(-n2c(C)cc(/C=N/NC(=O)Cn3c4ccccc4c(=O)c4ccccc43)c2C)cc1
    41.0	15.6	-17.9	-1.2	0.3	6.9	13.4	4.5	-1.5
CN1CCN(CCNC(=O)Nc2ccccc2[N+](=O)[O-])CC1
    19.9	-8.7	8.1	-1.6	-1.2	9.9	7.2	0.9	-2.2
Cc1c(NC(=O)Cn2cc([N+](=O)[O-])cn2)c(=O)n(-c2ccccc2)n1C
    2.8	-13.2	-7.7	1.1	-1.0	3.4	10.8	1.4	1.1
CC(=O)c1cccc(NC(=O)C2(c3ccccc3)CC2(Cl)Cl)c1 (stereo not given)
    -13.0	18.1	9.1	-0.9	-2.8	7.9	25.5	-2.5	-3.4
C=CCn1cc(C(=O)NCCOC)c(=O)c2cc(S(=O)(=O)N3CCCCCC3)ccc21
    25.1	-4.6	11.5	2.1	0.1	13.0	9.2	3.4	-6.3
O=C(NC(=S)Nc1ccccc1[N+](=O)[O-])c1ccco1
    -24.8	22.0	5.3	2.8	-4.5	-1.3	14.3	-2.5	0.7
Cn1c(=O)cc(SCC(=O)N2CCCC2)c2ccc(Cl)cc21
    29.6	-10.6	8.1	0.4	-2.6	12.0	3.8	1.4	8.1
N/C(=N\OC(=O)CCC1CCCCC1)c1cccnc1
    6.4	16.6	-8.1	1.0	3.2	26.6	46.2*	-2.0	9.3
Fc1ccc(CNCc2ccco2)cc1
    7.5	-2.2	-9.2	0.1	-2.4	9.3	11.5	3.3	-0.1
Cc1ccc(N2CC(C(=O)Nc3c(C)n(C)n(-c4ccccc4)c3=O)CC2=O)cc1 (stereo not given)
    -5.9	-6.4	-7.8	1.0	-3.0	7.9	14.1	0.1	-0.8
O=C(NCc1ccccn1)c1cn(CCc2ccccc2)nn1
    -23.8	-3.9	-4.6	0.0	-1.3	1.9	27.6	-1.5	-1.5
O=c1c2cc3c(=O)n(CC4CCCO4)c(=O)c3cc2c(=O)n1CC1CCCO1 (stereo not given)
    -15.1	-4.4	5.7	-0.3	1.5	-5.0	1.3	1.8	-2.0
N#C/C(=N\Nc1ccc(F)cc1)C(=N)N1CCCCC1
    -99.4	-3.4	15.2	2.0	-4.8	14.1	-5.2	-1.5	-2.6
O=C(NCc1csc(-c2cccs2)n1)C1CCC1
    -3.6	-0.4	19.6	2.4	-1.0	13.2	-0.1	3.6	1.2
Cc1cc(OCC(=O)NCc2cccnc2)c2c(C)c(Cc3ccccc3)c(=O)oc2c1
    36.6	3.2	10.4	0.7	-5.6	8.4	31.4	-9.2	-4.9
O=C1NC(=S)S/C1=C/c1ccc(N2CCOCC2)o1
    15.5	6.6	6.7	1.0	-0.8	-1.5	-0.8	-2.2	-1.6
Cc1ccc(CNC(=O)C2C3C=CC(C3)C2C(=O)O)cc1 (stereo not given)
    3.9	-9.9	5.4	-2.2	6.0	12.3	6.7	-0.3	-2.4
O=C(CN(C(=O)c1csnn1)c1cccc(F)c1)NCc1ccc2c(c1)OCO2
    11.7	-20.3	18.7	0.5	-1.4	-2.6	2.9	-0.9	-3.4

# 2 entries from above, as tab-separated lines:
SMILES	Mdm2-MdmX inh	TIM10 inh	NLRP3 yeast inh	CHOP UPR activ	APJ agonist	tim23-1 inh	tim10-1 inh	GRIN3A LBD mod	XBP1 UPR activ
Cc1ccc(N2CC(C(=O)Nc3c(C)n(C)n(-c4ccccc4)c3=O)CC2=O)cc1 (stereo not given)	-5.9	-6.4	-7.8	1.0	-3.0	7.9	14.1	0.1	-0.8
O=C(NCc1ccccn1)c1cn(CCc2ccccc2)nn1	-23.8	-3.9	-4.6	0.0	-1.3	1.9	27.6	-1.5	-1.5
